Bioassay records from PubChem.
MBD2 inh = inhibitors of human MBD2 binding to methylated oligonucleotide | inhibition, % at 4.4 µM | 370,000 tested, 0.31% active | AID 686964 | TR-FRET | Q9UBB5; in the data active means inhibition above about 13%
NPR2 activator = GC-B (human) receptor activation. P20594. HEK293-GC-B cells, CNP EC30, cGMP TR-FRET; 0% at EC30 CNP, 100% saturating CNP. activation, % at 10 µM. 370,000 tested, 0.11% active. AID 1920062;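 active means activation at 10 µM reaching about 35% in either raw or pattern-adjusted values, limit read from the data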
TDP2 inh = blocks human TDP2 phosphodiesterase activity; O95551; recombinant TDP2, T5PNP hydrolysis, p-nitrophenol absorbance 415 nm; inhibition, % at 12.8 µM; 370,000 tested, 0.34% active;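 active means inhibition above the mean of all tested compounds plus 3 SD, set per campaign, cut at about 25% in these data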;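 further: 0% = DMSO with enzyme and 100% = buffer with substrate but no TDP2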
Target sequence (O95551 whole entry, looked up): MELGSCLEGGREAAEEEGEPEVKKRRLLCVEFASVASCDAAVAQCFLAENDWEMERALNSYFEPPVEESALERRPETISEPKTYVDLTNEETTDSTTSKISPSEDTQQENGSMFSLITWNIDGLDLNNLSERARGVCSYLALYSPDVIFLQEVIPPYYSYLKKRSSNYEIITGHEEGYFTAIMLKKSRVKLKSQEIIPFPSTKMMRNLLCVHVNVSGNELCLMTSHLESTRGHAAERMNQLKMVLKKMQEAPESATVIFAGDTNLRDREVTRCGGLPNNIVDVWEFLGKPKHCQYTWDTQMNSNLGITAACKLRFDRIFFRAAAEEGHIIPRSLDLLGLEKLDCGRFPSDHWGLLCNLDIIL
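System – recombinant human TDP2 · Amount – 120 nM TDP2 per well · Buffer or medium – Mg2+-containing Tris-HCl buffer, pH 7.5 · Reagent – T5PNP substrate, 5 mM · Dosing – 12.8 µM single point, 1% DMSO · Incubation – 2 h at 37 °C · Measured by – epi absorbance · Read-out basis – percent inhibition · Benchmarks – high control without enzyme, low control DMSO plus TDP2 · Repeats – singlicate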
PRMT1 FP inh = PRMT1 (human) inhibition, primary screen; recombinant PRMT1, activity-based probe fluorescence polarization; inhibition, % at 2.79 µM; 370,000 tested, 1.3% active; Q99873; AID 652257;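 active means inhibition above about 21% made by adding two undisclosed values, limit read from the data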
Target sequence (Q99873 whole entry, looked up): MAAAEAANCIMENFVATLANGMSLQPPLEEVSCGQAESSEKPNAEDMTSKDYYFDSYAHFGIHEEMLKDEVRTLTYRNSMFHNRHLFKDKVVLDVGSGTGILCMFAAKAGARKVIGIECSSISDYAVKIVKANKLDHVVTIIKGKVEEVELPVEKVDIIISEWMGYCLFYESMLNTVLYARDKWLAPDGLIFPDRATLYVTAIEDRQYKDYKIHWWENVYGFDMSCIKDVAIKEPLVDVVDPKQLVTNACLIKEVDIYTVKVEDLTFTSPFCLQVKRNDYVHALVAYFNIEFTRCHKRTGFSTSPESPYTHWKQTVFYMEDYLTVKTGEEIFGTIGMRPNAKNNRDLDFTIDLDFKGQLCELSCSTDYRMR
TCR-CD3 inh = inhibitors of human TCR-CD3 interaction; TAMRA-labeled TCR probe fluorescence, biochemical; inhibition, % at 9.4 µM; 360,000 tested, 0.37% active; in the data active means inhibition above about 19%;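 further: recombinant mutant TCR 2C K166C tagged with TAMRA read by polarization; 0% = receptor in buffer alone and 100% = receptor with positive control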
SIAE primary = inhibitors of human sialic acid acetylesterase SIAE | Q9HAT2 | SIAE FP-Rh probe binding, fluorescence polarization | inhibition, % at 9.66 µM | 370,000 tested, 0.69% active | AID 1053197;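 active means inhibition above a cutoff: mean of compounds within the control limits plus 3 SD of those, cut at about 17% in these data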;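 further: 0% = plate median of compound wells and 100% = probe without SIAE protein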
rCAG RNA binder = r(CAG) repeat RNA binding; TO-PRO-1 dye displacement fluorescence; inhibition, % at 3 µM; 370,000 tested, 1.3% active; AID 651821;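 active means inhibition above the plate cutoff, the mean of all test compounds on that plate plus 3 SD, cut at about 35% in these data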;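 further: 0% = DMSO alone and 100% = 100 µM mitoxantrone as full dye displacement; higher means more dye released from RNA so lower well fluorescence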
LEDGF integ inh = blocks HIV-1 LEDGF/p75-dependent DNA integration | AID 743269 | 370,000 tested, 0.64% active | inhibition, % at 3.7 µM | TR-FRET IN-LEDGF/p75 DNA integration, Eu/Cy5;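 active means inhibition above the screen-wide mean plus 3 SD, cut at about 13% in these data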;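 further: signal is the Cy5 over europium emission ratio at 671 and 618 nm; 0% = plate median of compound wells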
mABHD4 FP = ABHD4 (mouse) inhibition, primary FP screen; purified mABHD4, FP-Rh probe fluorescence polarization; 370,000 tested, 0.54% active; Q8VD66; inhibition, % at 8.92 µM;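 active means inhibition exceeding the mean over every tested compound plus 3 SD, cut at about 30% in these data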;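 further: 0% = plate median of compound wells and 100% = S159A mutant with DMSO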
Target sequence (Q8VD66 whole entry, looked up): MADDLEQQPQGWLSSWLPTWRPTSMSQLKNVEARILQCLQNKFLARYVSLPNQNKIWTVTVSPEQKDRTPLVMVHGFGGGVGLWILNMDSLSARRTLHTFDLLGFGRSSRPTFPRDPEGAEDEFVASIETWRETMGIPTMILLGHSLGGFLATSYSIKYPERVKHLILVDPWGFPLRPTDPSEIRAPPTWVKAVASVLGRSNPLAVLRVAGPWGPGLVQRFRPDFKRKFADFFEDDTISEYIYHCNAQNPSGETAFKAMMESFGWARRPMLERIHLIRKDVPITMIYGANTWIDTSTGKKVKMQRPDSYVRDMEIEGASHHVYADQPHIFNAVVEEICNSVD
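Test system: mouse ABHD4 enzyme, wild type. Reagent: FP-Rh fluorescent activity-based probe, added after compound pre-incubation. Timing: pre-incubation 45 min, probe exposure 60 min, at 25 °C. Technique: FP readout, ex 525 nm / em 598 nm. Benchmarks: high control S159A mutant with DMSO, low control median of compound wells.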
HTRA1 inh = blocks human HTRA1 serine peptidase; Q92743; recombinant HTRA1, FP-rhodamine activity-based probe, fluorescence polarization; inhibition, % at 5.96 µM; 340,000 tested, 0.5% active; in the data active means inhibition above about 36%;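 further: 0% = enzyme with DMSO and 100% = wells lacking enzyme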
* marks the source's active call; other numbers are inactive results; nt = not tested or not shown. An excerpt; count on the stated rates, not on these rows.

SMILES | MBD2 inh | NPR2 activator | TDP2 inh | PRMT1 FP inh | TCR-CD3 inh | SIAE primary | rCAG RNA binder | LEDGF integ inh | mABHD4 FP | HTRA1 inh
O=C(c1ccc2c3c(cccc13)CC2)C1CCCN(C(=O)c2cc[n+]([O-])cc2)C1 (stereo not given) | -2 | 4 | -4 | 5 | -6 | 1 | -1 | -2 | 7 | 2
Cc1ccc(C(c2sc3ncnn3c2O)N2CC(C)CC(C)C2)cc1 (stereo not given) | -2 | 5 | -3 | 5 | -2 | -4 | 0 | -3 | 8 | 2
CC(=O)C1=C(O)C(=O)N(c2cccc(Br)c2)C1c1ccc(Br)cc1 (stereo not given) | -1 | -8 | 20 | 0 | -3 | 0 | 34 | 3 | -12 | -9
COc1ccc(CCC(=O)Nc2cccc(Cl)c2)cc1 | 4 | -7 | -3 | 3 | -8 | 2 | -2 | -3 | 2 | -18
C/C(=N\N=C1/NC(=O)C(C)S1)c1ccc([N+](=O)[O-])cc1 (stereo not given) | -6 | 1 | 2 | -2 | 3 | 3 | 4 | 0 | -2 | -1
CC(=O)c1cc(F)ccc1OCC(=O)N1CCCc2ccccc21 | -5 | 3 | 6 | 0 | 5 | 0 | 2 | 4 | 2 | 8
CCCCC(c1nc2ccccc2[nH]1)n1c(=O)c(-c2ccccc2)nc2cc(C)c(C)cc21 (stereo not given) | 2 | -5 | 6 | 3 | 0 | -15 | 3 | -3 | 8 | nt
CCOC(=O)Cc1csc(SCC(=O)NC2CCCC(C)C2C)n1 (stereo not given) | 2 | 1 | 8 | 0 | 2 | 3 | -7 | 0 | -3 | -4
Cc1ccc(CSc2nnc(-c3cccs3)o2)cc1C | -4 | -1 | -2 | -4 | nt | -4 | 1 | -3 | -5 | nt
Clc1ccccc1C1=Nn2c(nnc2-c2ccco2)SC1 | 2 | 8 | 2 | 0 | -12 | 3 | -2 | -2 | 3 | nt
Cc1ccc(C(=O)N2CCCCC2C(=O)O)o1 (stereo not given) | -6 | 1 | 7 | 3 | 2 | 4 | 3 | 2 | 2 | 3
OC[C@@H]1CN(CCN2CCOCC2)C[C@H](n2cnc3c(NCc4ccco4)ncnc32)O1 | 2 | 1 | 0 | -2 | -4 | 6 | 2 | -1 | 1 | nt
CC(C)CC(NC(=O)c1cccs1)c1nnc(SCc2ccc(Cl)c(Cl)c2)n1C (stereo not given) | -1 | -6 | -1 | 0 | 4 | 3 | -2 | -4 | -2 | -31
O=C(OCC(=O)c1ccc(Cl)s1)c1cncc(Br)c1 | -5 | 0 | 8 | 1 | -4 | -2 | 14 | 0 | -1 | -8
CSc1ccc(C(=O)C2CCCN(S(=O)(=O)N(C)C)C2)cc1 (stereo not given) | -2 | -4 | -1 | -2 | 0 | 5 | -4 | 1 | -1 | 5
CC(=O)c1sc(-c2ccc(Cl)cc2)cc1N | 1 | 7 | -2 | 16 | -6 | 2 | 3 | -6 | 3 | -6
Cc1ccc(NC(=O)C(c2ccccc2)N2CCN(C(=O)c3ccco3)CC2)cc1Cl (stereo not given) | 0 | -1 | 5 | -4 | 2 | -6 | 7 | -3 | -9 | -23
S=C(Nc1ccccc1)N1CCOCCOCCN(C(=S)Nc2ccccc2)CCOCCOCC1 | 8 | -5 | -8 | 2 | 1 | 6 | 2 | 0 | 1 | -6
CC1CCCC(NC(=O)CN2C(=O)NC(C)(c3cc(F)ccc3F)C2=O)C1C (stereo not given) | -6 | 5 | 11 | 0 | 7 | 5 | -2 | 0 | 2 | 5
CC(C)Cn1c(-c2ccccc2)nc(=S)c2c1CCCC2 | 0 | 3 | 10 | 11 | -3 | 1 | 0 | -2 | 2 | 4
C[C@@H](C(=O)NCCc1ccccc1F)N1C(=O)N2CCc3c([nH]c4ccccc34)[C@@]2(C)C1=O | -2 | 5 | -3 | -1 | 10 | -2 | -6 | 0 | -3 | -6
S=C(NCCc1ccncc1)Nc1ccccc1 | 1 | 2 | -8 | 4 | -6 | -4 | 3 | -6 | -8 | 2
NC(=O)CC1Nc2cccc3cccc(c23)NC1=O (stereo not given) | -2 | -6 | 10 | 12 | 16 | 13 | 6 | 19* | 19 | 19
CCCSc1nc2c(c(=O)[nH]c(=O)n2C)n1CCc1ccccc1 | 2 | -6 | 2 | 4 | 3 | -3 | -3 | 4 | 5 | -3
O=C(NCc1ccccc1)c1ccc(C2SCC(=O)N2Cc2ccccc2)cc1 (stereo not given) | 1 | 4 | -1 | 2 | 4 | -1 | 1 | 2 | -2 | -24

Continued; the last 3 above are carried over.
SMILES | MBD2 inh | NPR2 activator | TDP2 inh | PRMT1 FP inh | TCR-CD3 inh | SIAE primary | rCAG RNA binder | LEDGF integ inh | mABHD4 FP | HTRA1 inh
NC(=O)CC1Nc2cccc3cccc(c23)NC1=O (stereo not given) | -2 | -6 | 10 | 12 | 16 | 13 | 6 | 19* | 19 | 19
CCCSc1nc2c(c(=O)[nH]c(=O)n2C)n1CCc1ccccc1 | 2 | -6 | 2 | 4 | 3 | -3 | -3 | 4 | 5 | -3
O=C(NCc1ccccc1)c1ccc(C2SCC(=O)N2Cc2ccccc2)cc1 (stereo not given) | 1 | 4 | -1 | 2 | 4 | -1 | 1 | 2 | -2 | -24
CCOc1ccc(-n2c(SCC(N)=O)nc3c(c2=O)SCC3)cc1 | 1 | -3 | 6 | 1 | 4 | 2 | -2 | -2 | -1 | -4
O=S(=O)(c1cccs1)n1cnc2ccccc21 | -2 | -6 | -4 | -3 | 4 | 7 | 0 | -7 | -8 | 3
O=C(NC1C2CC3CC(C2)CC1C3)c1ccc2c(c1)OCO2 (stereo not given) | 2 | -2 | 2 | 3 | 6 | 4 | -1 | 4 | 3 | 1
O=C(OCc1c(Cl)cccc1Cl)c1ccccn1 | 1 | -4 | 4 | -2 | -3 | 12 | -2 | 2 | -2 | 0
COc1ccccc1N1CCN(C2CC(=O)N(c3ccccc3)C2=O)CC1 (stereo not given) | 8 | -1 | -3 | 11 | 3 | -5 | 5 | -9 | 6 | -2
Cc1ccc(NC(=O)NNC(=O)COc2ccc(Cl)cc2)cc1 | 2 | 2 | -1 | 4 | 1 | -3 | -2 | 1 | 0 | -35
O=C(Cc1ccccc1[N+](=O)[O-])Nc1ccccc1C(=O)N1CCOCC1 | 2 | 1 | -4 | -2 | 2 | -3 | -2 | 5 | -4 | -4
Cc1cccc(CSC2=NCCN2C(=O)c2ccc(S(=O)(=O)N(C)C)cc2)c1 | 1 | -4 | 1 | 0 | -6 | 0 | -3 | -3 | 5 | 0
Cc1ccc(C(=O)c2c3ccc(C(F)(F)F)cc3[n+]([O-])n2CCCC(N)=O)cc1 | 7 | 4 | 12 | 3 | -4 | 12 | -6 | -2 | 8 | -6
CCN(CC)S(=O)(=O)c1ccc2[nH]c(=O)cc(C(=O)Nc3ccccc3N3CCCC3)c2c1 | -1 | 1 | -1 | 1 | -8 | 12 | 9 | -3 | 3 | 2
CC1CN(S(=O)(=O)c2ccc(C(=O)O)cc2)CC(C)O1 (stereo not given) | -2 | 0 | 7 | 1 | -3 | -1 | -3 | -1 | -2 | 8
CCOC(=O)CSc1nc2sc3c(c2c(=O)[nH]1)CCCC3 | 3 | -1 | 6 | 0 | 0 | 2 | -1 | -4 | 5 | -2
O=[N+]([O-])c1cccc(P(=O)(O)c2cccc([N+](=O)[O-])c2)c1 | 0 | 5 | 7 | 4 | 4 | 3 | 1 | -1 | 7 | -1
CCOC(=O)c1cccc(NC(=O)CSc2nnc(-c3cccnc3)n2C)c1 | 6 | 3 | 2 | 1 | 0 | 0 | -4 | 1 | 4 | 3
CC(C)Sc1ccc([N+](=O)[O-])cc1C(=O)Nc1ccncc1 | -1 | 8 | -8 | 3 | -9 | -4 | -4 | -8 | -7 | 2
CCc1c(C#N)c(SCCC(=O)Nc2cccc(OC)c2)nc2c1C(=O)CC(C)(C)C2 | -2 | -4 | 5 | 0 | 6 | -39 | -5 | -2 | -42 | -35
CSc1ncc(Cl)c(C(=O)Nc2nnc(SC/C=C/c3ccccc3)s2)n1 | -5 | 2 | 14 | 1 | 9 | 1 | 66* | 4 | -47 | -36
Cn1cc(CC(=O)Nc2ccc(Oc3cccnc3)cc2)c2ccccc21 | 1 | 0 | 4 | 1 | 2 | 1 | 5 | -6 | 4 | nt
Cc1ccc(-c2[nH]nc3c2C(c2cccnc2)C(C#N)=C(N)O3)cc1 (stereo not given) | 2 | -16 | 14 | -1 | 8 | 13 | -2 | 1 | 14 | 7
COc1cccc2oc(-c3ccco3)cc(=O)c12 | -3 | 4 | 5 | 11 | -5 | 2 | 5 | 0 | 10 | -4
COc1ccccc1S(=O)(=O)Cc1ccc(C(=O)NCc2ccco2)o1 | 2 | -10 | 7 | 0 | -3 | -1 | 0 | 2 | 0 | 2
CC1Cc2ccccc2N1C(=O)COC(=O)CCc1nc2ccccc2c(=O)[nH]1 (stereo not given) | 2 | -1 | 5 | -2 | 3 | 4 | -6 | 3 | -6 | -2
CC(=O)Nc1ccc(-n2nnnc2SCC(=O)NC2CCCC2)cc1 | -6 | -1 | -9 | -3 | -1 | 4 | 0 | 0 | 3 | 2
Cc1ccc(SCC(=O)OCC(=O)NCc2cccs2)cc1C | -7 | 1 | -3 | 0 | 3 | -5 | -4 | -2 | 6 | 5
CCOc1ccc(NS(=O)(=O)c2ccc(C(=O)N(C)CC(=O)Nc3cccc(OC)c3)cc2)cc1 | 7 | -8 | -9 | 3 | -11 | -9 | 14 | -8 | -24 | -7

(list continues)
SMILES | MBD2 inh | NPR2 activator | TDP2 inh | PRMT1 FP inh | TCR-CD3 inh | SIAE primary | rCAG RNA binder | LEDGF integ inh | mABHD4 FP | HTRA1 inh
COc1ccc(/C=N/N2CCN(Cc3ccccc3)CC2)cc1 | -6 | 3 | 0 | -5 | 1 | 7 | -1 | 5 | -4 | 1
COC(=O)[C@]12C[C@H](CC(=O)N3CCCC3)C(=O)N(CCC3=CCCCC3)C1=C[C@H](COCc1ccccc1)O[C@@H]2C | -5 | 4 | -4 | 0 | -2 | -3 | 1 | -3 | 0 | nt
N#CC1(NC(=O)COC(=O)Cc2n[nH]c(=O)c3ccccc23)CCCCC1 | 3 | 6 | 1 | 1 | -6 | 3 | -2 | -4 | 1 | -1
CCCCC(C(=O)OCC(=O)c1ccc(OC)cc1)N1C(=O)c2ccccc2C1=O (stereo not given) | -6 | -6 | -6 | -2 | 2 | -6 | -5 | 2 | -18 | -25
CCOC(=O)/C(C#N)=C1/CCCCCN1C | -3 | 6 | 1 | 0 | 8 | -4 | 0 | 2 | 2 | -1
CC[C@@H](C(=O)[C@@H](C)[C@@H](O)[C@H](C)CCc1ccc(C)c(O)c1C(=O)O)[C@H]1O[C@](CC)([C@H]2CC[C@](O)(CC)[C@H](C)O2)C[C@@H]1C | -3 | 13 | -11 | 3 | 1 | 4 | 58* | 9 | -21 | -23
CN1C(=O)c2ccc(C(=O)Nc3ccc4c(c3)OCO4)cc2C1=O | 3 | -6 | -5 | -1 | -5 | 3 | -2 | 1 | 2 | 3
Cc1ccc(/C=C/c2ccc(=O)n(Cc3ccc(Cl)cc3Cl)n2)cc1 | 2 | 3 | 5 | 2 | 8 | -2 | 0 | -2 | -5 | 1
